Screening data: PubChem, Broad Institute
DENV2 CPE: protects cells from dengue virus 2 cytopathic effect; DENV2-infected cells, cytopathic effect rescue, plate reader; CPE inhibition, % at 9.99 µM; 350,000 tested, 1.7% active; AID 651640; in the data active = CPE inhibition above about 20%, passing the limit was not always enough; inconclusive = no clear call, values can overlap the other calls; tested in BHK-21 cells;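 also: 0% = median of neutral control wells and 100% = median of positive control wells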
F508del corr: correctors of CFTR F508del function in bronchial epithelial cells; CFBE cells, YFP halide quenching; stimulated with forskolin plus potentiator P3; % fluorescence drop versus neutral controls; 350,000 tested, 0.36% active; activity (quench increase), % at 7.58 µM; AID 720511;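 active = mean added fluorescence quench of at least 8% versus neutral control, with both replicates also reaching 8%; inconclusive = only one of the mean or replicate conditions met; inactive = mean below 8% and not both replicates reaching 8%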;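 also: cells transiently co-express mutant CFTR-F508del with the halide-sensitive YFP; corrector assay measuring rescue of mutant channel to the surface after 24 h compound exposure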
ERp5 block: inhibitors of human ERp5 | ERp5 insulin aggregation, absorbance 650 nm, 90 min | inhibition, % at 9.99 µM | 350,000 tested, 0.05% active;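 active = mean replicate inhibition above about 25%, with every replicate also reaching it, limit read from the data, passing the limit was not always enough; inconclusive = only one of those two criteria met; inactive = neither criterion met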
SIRT5 inh: blocks human SIRT5 desuccinylation of peptide; Purified SirT5, succinyl-peptide AMC, trypsin-coupled fluorescence; 330,000 tested, 1.1% active; Q9NXA8; inhibition, % at 15 µM; in the data active = inhibition above about 15%; inconclusive = no clear call, values can overlap the other calls
Target sequence (Q9NXA8 whole entry, looked up): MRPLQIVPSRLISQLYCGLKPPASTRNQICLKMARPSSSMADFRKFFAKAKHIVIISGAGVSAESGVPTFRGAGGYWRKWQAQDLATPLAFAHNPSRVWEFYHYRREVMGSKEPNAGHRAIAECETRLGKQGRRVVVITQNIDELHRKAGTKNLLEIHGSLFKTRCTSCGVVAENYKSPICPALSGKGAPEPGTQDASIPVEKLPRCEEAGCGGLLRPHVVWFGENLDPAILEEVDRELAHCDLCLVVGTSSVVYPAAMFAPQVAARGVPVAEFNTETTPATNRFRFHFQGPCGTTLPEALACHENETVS
CASP6 VEID inh: inhibitors of human caspase-6; AID 686996; purified caspase-6, Z-VEID-R110 cleavage fluorescence; 350,000 tested, 0.53% active; inhibition, % at 12.5 µM;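 active = mean inhibition across replicates at least about 35%, with every replicate also reaching that limit, limit read from the data; inconclusive = only one of the two criteria met; inactive = neither criterion met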;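 also: 0% = median of neutral control wells and 100% = no fluorescence left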
Target sequence (P55212 24-179 limits assumed): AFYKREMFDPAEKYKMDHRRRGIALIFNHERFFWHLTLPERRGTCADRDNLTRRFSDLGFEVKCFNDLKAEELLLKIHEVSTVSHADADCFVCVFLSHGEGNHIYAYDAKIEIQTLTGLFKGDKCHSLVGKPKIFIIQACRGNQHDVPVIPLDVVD
Target sequence (P55212 194-293 limits assumed): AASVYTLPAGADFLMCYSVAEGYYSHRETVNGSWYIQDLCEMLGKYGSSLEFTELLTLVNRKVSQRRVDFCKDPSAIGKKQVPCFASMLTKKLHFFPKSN
ERAP1 HTS inh: ERAP1 (human) enzyme inhibition | Q9NZ08 | recombinant ERAP1, Leu-AMC fluorescence, 60 min | inhibition, % at 10.7 µM | 340,000 tested, 0.15% active | AID 652197;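 active = mean replicate inhibition of at least 30%, or all replicates individually reaching that 30% level; inactive = mean below 30% and not every replicate reaching it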;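 also: 0% = neutral control wells and 100% = L-leucinethiol positive control wells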
miR122 inh: miR-122 inhibition in Huh7 cells | 340,000 tested, 0.3% active | Huh7 miR-122 Renilla luciferase sensor, 48 h; neutral wells = 0, positive control = 100 | activation (reporter increase), % at 12.5 µM;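 active = mean replicate activation score at least 90 and every replicate individually at or above 90; inconclusive = only one of the two criteria met; inactive = neither criterion met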;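 also: higher luciferase means less miR-122 activity so hits act as miR-122 inhibitors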
Starred values were filed as active, the others as inactive; ? = inconclusive; . = no result given; & = joins results of further samples; [ ] = another dose, or the depositor's remark.

#	canonical_smiles	DENV2 CPE	F508del corr	ERp5 block	SIRT5 inh
1	CC(=O)c1ccc(N2CCN(Cc3nc(Cc4ccccc4)no3)CC2)cc1	4	-1.5	0	2
2	Cc1cc(NC(=O)C2CC(c3ccc(F)cc3)=NO2)no1 (stereo not given)	13	5.1	-2	-2
3	O=C(c1nc2ccccn2c1CNCCCn1cccn1)N1CCCC1	-6	-1.9	0	-8
4	O=c1cc(NCC2CCCO2)[nH]c(=O)n1-c1ccc(Cl)cc1 (stereo not given)	2	-1.6	3	8
5	CN(C)CC#Cc1ccc([C@@H]2[C@@H](CO)N3CCCCN(S(=O)(=O)c4ccccc4F)C[C@H]23)cc1	-1	0.5	-3	-2
6	CCc1ccc(NC(=O)CCc2c(C)nn(-c3ccc(N4CCCCC4)nn3)c2C)cc1	-1	0.2	1	-1
7	COc1ccc(CNS(=O)(=O)c2ccc(-c3cnc(C4CC4)o3)cc2)cc1	-3	-1.1	-6	-3
8	COc1ccc(NC(=O)N(C)C[C@H]2Oc3ccc(NC(=O)C4CCCCC4)cc3C(=O)N([C@H](C)CO)C[C@@H]2C)cc1	11&14	1.7&1.6	-3&-2	-7&-1
9	Cc1nn(-c2cc(N3CCOCC3)ccc2[N+](=O)[O-])c(=O)c2ccccc12	.	.	5	0
10	COc1cccc(S(=O)(=O)N[C@@H]2C=C[C@@H](CC(=O)NCc3ccc(Cl)cc3)O[C@H]2CO)c1	8	5.6	0	-2
11	CCCNC(=O)N1C[C@H]2[C@@H](c3ccccc31)[C@@H](CO)N2C(=O)c1ccccc1	3	-0.3	-4	0
12	Cc1cccc(C)c1OCC(=O)N(Cc1ccc(N(C)C)cc1)C1CCS(=O)(=O)C1 (stereo not given)	-2	-0.1	-17	-3
13	COc1ccc(C(=O)OCC(=O)c2c(N)n(C)c(=O)n(C)c2=O)cc1OC	.	-2.4	1	-4
14	CC[C@]12c3[nH]c4cc(CCC(=O)N(C)C)ccc4c3CCN1C(=O)[C@@H](CC(=O)NCCCOC)C[C@@H]2C(=O)N1CCN(C(=O)C2CC2)CC1	0	-0.6	-8	-4
15	CCN(CC)CCOc1ccc(C=NNc2nc3c([nH]2)c(=O)n(C)c(=O)n3C)cc1	0	-0.1	-5	.

#	CASP6 VEID inh	ERAP1 HTS inh	miR122 inh
1	-6	-2	.
2	3	0	-4
3	-1	0	1
4	3	-1	1
5	-1	0	2[16.7 µM]
6	-3	-2	5
7	3	0	-3
8	0&-1	0&-1	-1[16.7 µM]
9	-5	7	.
10	.	.	.
11	-2	1	11[16.7 µM]
12	3	.	-5
13	-3	6	.
14	1	-3	-3
15	-9	-11	0

Next entries follow:
#	canonical_smiles	DENV2 CPE	F508del corr	ERp5 block	SIRT5 inh
16	CCC(C)NC(=O)C1c2ccccc2C(=O)N1Cc1ccccc1 (stereo not given)	-7	-1.7	2	-1
17	CCOc1ccc(S(=O)(=O)Nc2ccc(C(=O)NCC(c3ccco3)N3CCCCC3)cc2)cc1 (stereo not given)	-9	-1.9	0	-4
18	Cc1cccc(S(=O)(=O)N2CCCCN3[C@H](CO)[C@H](c4ccc(-c5cccnc5)cc4)[C@@H]3C2)c1	47*	-0.7	-2	6
19	Cc1cccc(NC(=O)C2CCCN(S(=O)(=O)c3ccc4[nH]c(=O)ccc4c3)C2)c1 (stereo not given)	-7	5.6	-4	-2
20	CC1Cc2nc(SCC(=O)NCC3CCCO3)n(-c3ccccc3)c(=O)c2S1 (stereo not given)	-2	-3.1	1	.
21	O=[N+]([O-])c1ccc(N=Nc2ncc[nH]2)cc1	14	7.5	2	-5
22	CCc1cccc2c(C(=O)C(NCCOC)c3ccccc3)c[nH]c12 (stereo not given)	-8	-2.7	2	0
23	CCOc1ccccc1NC(=S)Nc1ccc(S(N)(=O)=O)cc1	-3	4.5	-6	.
24	Cc1ccc(C(=O)NC2CCCCCC2)cc1S(=O)(=O)N1CCOCC1	4	-0.3	0	-1
25	COc1ccccc1NC(=O)COc1ccc(/C=N/NC(=O)c2cccnc2)cc1	0	0.2	4	-3
26	CNC(=O)C[C@H]1CC[C@H]2[C@@H](COc3ccc(NS(=O)(=O)c4cccc(F)c4)cc3C(=O)N2C)O1	4	-0.2	3	-10
27	CC(C(=O)c1ccccc1)C(O)c1ccccn1 (stereo not given)	5	-0.3	7	.
28	Fc1cccc(NC(=S)N2CCCC2)c1	2	5.8	3	15*
29	O=C(CCCC(=O)NN=Cc1ccc(Cl)cc1Cl)NN=Cc1ccc(Cl)cc1Cl	4	2.3	0	1
30	CCc1noc(C)c1C(=O)N1CCCSC1=Nc1ccccc1C(C)C	0	3.7	8	-4

#	CASP6 VEID inh	ERAP1 HTS inh	miR122 inh
16	-3	0	11
17	-2	1	.
18	0	-2	30[16.7 µM]
19	0	-2	0
20	4	3	-2
21	.	0	.
22	-2	-3	.
23	-1	-1	.
24	-3	0	3
25	0	4	2
26	-2	-1	-3[16.7 µM]
27	-2	-4	2
28	8	-5	.
29	-1	-4	.
30	2	2	.

Following part.
#	canonical_smiles	DENV2 CPE	F508del corr	ERp5 block	SIRT5 inh
31	Nc1nc(NCc2ccco2)nc(NC2CCCCC2)c1[N+](=O)[O-]	-2	-1.4	5	-6
32	COc1ccc(NC(=O)N(C)C[C@@H]2OCCCC[C@@H](C)Oc3ccc(NC(=O)Nc4cccc5ccccc45)cc3C(=O)N([C@@H](C)CO)C[C@H]2C)cc1	-7	-1.9	.	.
33	CCCN(CC(=O)Nc1ccccc1C)C(=O)CCCOc1ccc(Br)cc1	10	-0.1	-1	-2
34	COc1ccc(CCNC(=O)c2cc3c(=O)n4ccccc4nc3n(CC3CCCO3)c2=N)cc1 (stereo not given)	-8	-4.1	-2	1
35	COc1ccc(S(=O)(=O)N(C)C[C@H]2OCCCC[C@@H](C)Oc3ccc(NC(=O)Nc4ccc(F)cc4)cc3C(=O)N([C@H](C)CO)C[C@@H]2C)cc1	-5	-4.7	-1	5
36	O=C(C1CCCC1)N1CCCCN2[C@H](C1)[C@H](c1ccc(C#CC3(O)CCCC3)cc1)[C@@H]2CO	5	-4.2	1	5
37	CN1CCN(C(=O)c2cc3c(c(-c4cccc(C#CCC5CCCC5)c4)n2)[C@H](CCO)N(S(=O)C(C)(C)C)C3)CC1 (stereo not given in full)	5	-0.5	5	-3
38	O=C(NCC(=O)N1CCN(c2ccccc2O)CC1)c1cccs1	-14	-2.0	14	-5
39	COc1ccc(CCN2CC(C(=O)Nc3ccc4c(c3)OCO4)CC2=O)cc1OC (stereo not given)	.	-2.4	13	-3
40	C/C=C/c1ccc([C@H]2[C@@H](CO)N3CCCCN(C(=O)Nc4ccccc4F)C[C@@H]23)cc1	12	-0.3	-1	1
41	C[C@H](NC(=O)C[C@H]1C=C[C@H](NS(=O)(=O)c2cccc(F)c2)[C@H](CO)O1)c1ccccc1	2	-1.8	7	-1
42	CCN(CC)C(=O)[C@H]1CC(CC(=O)NCc2ccco2)C(=O)N2CCc3c([nH]c4ccccc34)[C@]12C (stereo not given in full)	-2	1.8	-1	-3
43	CC1CN(C(=O)CSc2nnc(-c3cccs3)n2N)CC(C)O1 (stereo not given)	-9	-1.3	1	1
44	CCCCC1=CC2=C(c3ccco3)C(=O)C(C)(OC(=O)c3ccc(OC)cc3)C(=O)C2=CN1C1CCCCC1 (stereo not given)	.	.	6	2
45	O=C(/C=C/c1ccc2c(c1)OCO2)N1CCCCC1	?	-2.2	-8	1

#	CASP6 VEID inh	ERAP1 HTS inh	miR122 inh
31	-1	0	0
32	.	.	-1[16.7 µM]
33	-185	-1	-5
34	8	-7	-4
35	-1	-1	-5[16.7 µM]
36	1	0	-28[16.7 µM]
37	-2	-2	.
38	1	-1	1
39	2	-4	2
40	-1	0	-28[16.7 µM]
41	2	3	.
42	0	-2	-7
43	-1	1	.
44	29	0	-1
45	1	-2	.

By substructure, those above containing a Cl atom
#	canonical_smiles	DENV2 CPE	F508del corr	ERp5 block	SIRT5 inh
4	O=c1cc(NCC2CCCO2)[nH]c(=O)n1-c1ccc(Cl)cc1 (stereo not given)	2	-1.6	3	8
10	COc1cccc(S(=O)(=O)N[C@@H]2C=C[C@@H](CC(=O)NCc3ccc(Cl)cc3)O[C@H]2CO)c1	8	5.6	0	-2
29	O=C(CCCC(=O)NN=Cc1ccc(Cl)cc1Cl)NN=Cc1ccc(Cl)cc1Cl	4	2.3	0	1

#	CASP6 VEID inh	ERAP1 HTS inh	miR122 inh
4	3	-1	1
10	.	.	.
29	-1	-4	.

(next part)
#	canonical_smiles	DENV2 CPE	F508del corr	ERp5 block	SIRT5 inh
46	CS(=O)(=O)N1CC2(C1)[C@H](c1ccccc1)[C@@H](CO)N2Cc1ccccc1	-13	3.0	-3	-7
47	COC(=O)COc1ccc(-c2ccccc2)cc1C=O	-4	-0.4	1	-3
48	COc1ccc(S(=O)(=O)N(C)C[C@H]2Oc3ccc(NC(=O)Cn4cnnn4)cc3C(=O)N([C@@H](C)CO)C[C@H]2C)cc1	-9	2.4	-4	7
49	Cn1c2ccccc2c(=O)c2ccc(NCc3ccc4c(c3)OCO4)cc21	-4	1.0	3	-2
50	CC(C)C#Cc1ccc([C@H]2[C@H](C#N)N(C(=O)C3CCC3)[C@H]2CO)cc1	57*	-5.3	-1	3
51	O=C(/C=C/c1ccc(Cl)c([N+](=O)[O-])c1)NCc1cccnc1	.	.	-7	-1
52	Cc1ccsc1C(=O)OCc1cc(=O)n2ccsc2n1	5	-3.8	-4	-3
53	CC(C)c1cc(C(=O)O)n(-c2ccccc2)n1	3	0.1	-3	-8
54	O=C(COc1ccc(C(=O)O)cc1)Nc1cccc(C(F)(F)F)c1	.	1.2	3	-1
55	Cc1ccc2cccc(OCCCOc3ccccc3F)c2n1	2	-1.3	1	6
56	CN1CCN(C2CN(Cc3cn(Cc4cccc(Cl)c4)nn3)S(=O)(=O)C2)CC1 (stereo not given)	-6	-0.2	3	-4
57	COc1cc(/C=N/NC(=O)Cn2cnc3ccccc3c2=O)ccc1O	1	0.1	0	.
58	COc1ccccc1NC(=O)CSc1nc(SC)ns1	8	-2.3	-1	-9
59	C[C@@H]1CCCCO[C@H](CN(C)S(=O)(=O)c2ccc(F)cc2)[C@@H](C)CN([C@H](C)CO)C(=O)c2cc(NC(=O)Nc3ccc4c(c3)OCO4)ccc2O1	2	-2.7	-6	10
60	Cc1nnc2ccc(N3CCCCC3)nn12	17	0.5	1	1

#	CASP6 VEID inh	ERAP1 HTS inh	miR122 inh
46	0	1	.
47	3	8	4
48	0	-3	1[16.7 µM]
49	0	-2	-2
50	1	-2	.
51	-3	2	-12
52	6	2	-5
53	0	6	-8
54	.	-29	-4
55	3	-3	-2
56	-12	.	.
57	-2	-2	.
58	-4	-4	-4
59	-1	0	6[16.7 µM]
60	-4	-2	-2

Random draw from the library. About 4% of those tested had a hit in this group.
